High-throughput results from PubChem.
RXFP1 ag: agonists of human relaxin receptor RXFP1; HEK293T-RXFP1 cAMP TR-FRET, 30 min; response scale: percent of porcine relaxin response, buffer zero; Potency, µM (highest dose often 57.5 µM), without a hit: at the top dose activation, actives largely listed as activators; AID 2676; actives 0.3% (n = 370,000); note: potency is the fitted concentration of half-maximal effect; % is set by controls: 0 for no effect and ±100 for the full control effect; nearly all actives have a fitted effect of over 60% in size; many of its hits are not listed in these tables
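HEK293T cells stably expressing RXFP1 were pretreated with the PDE4 inhibitor Ro 20174, exposed to compounds for 30 min at 37C, lysed, and cAMP was read by TR-FRET. Data normalized to buffer (basal) and 29 nM porcine relaxin (100%).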
PI4K2A block: blocks human PI4K2A kinase activity; Q9BTU6; purified PI4K2A, ADP-Glo luminescence, 1 h; hits give low values; activity change, negative = inhibition, % at 76.9 µM; actives 0.13% (n = 420,000); AID 1346378; in the data active = activity change below about -50%; inconclusive = mostly about -30% to -49%;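 note: -100% = wells without enzyme as full effect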
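ADP-Glo luminescence measured ADP generated by PI4K2A enzyme (4 ug/mL before mixing) with 1.2 mM PI substrate (pre-mix) and 300 microM ATP (pre-mix). Tris pH7.5 buffer with MgCl2, Triton X-100; 1 h reaction at ambient temperature.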
TrxR1 substrate: is turned over as a substrate by rat TrxR1 | O89049 | purified TrxR1 substrate turnover, NADPH consumption readout | Potency, µM (doses to about 114 µM), without a hit: at the highest dose activity change, negative = substrate turnover | actives 0.01% (n = 390,000); note: potency is the fitted concentration of half-maximal effect; % is set by controls: 0 for no effect and ±100 for the full control effect; nearly all actives have a fitted effect of over 50% in size
Target sequence (O89049 whole entry, looked up): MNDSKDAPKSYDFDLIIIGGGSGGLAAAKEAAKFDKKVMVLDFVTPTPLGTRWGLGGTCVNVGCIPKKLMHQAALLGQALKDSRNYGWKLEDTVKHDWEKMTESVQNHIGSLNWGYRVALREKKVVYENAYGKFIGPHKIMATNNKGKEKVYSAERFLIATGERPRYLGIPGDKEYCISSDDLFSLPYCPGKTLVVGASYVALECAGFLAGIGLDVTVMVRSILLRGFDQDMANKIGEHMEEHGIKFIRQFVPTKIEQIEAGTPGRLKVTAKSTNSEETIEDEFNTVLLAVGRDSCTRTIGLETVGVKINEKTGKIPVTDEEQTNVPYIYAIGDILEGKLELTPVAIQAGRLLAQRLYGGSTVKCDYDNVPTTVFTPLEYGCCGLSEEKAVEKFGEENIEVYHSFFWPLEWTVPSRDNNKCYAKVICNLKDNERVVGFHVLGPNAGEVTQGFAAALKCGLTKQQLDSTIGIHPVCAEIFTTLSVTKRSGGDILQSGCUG
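Rat TrxR1, dispensed at 90 nM, was prereduced with 400 uM NADPH (final) for 5 min at ~22 deg C, then incubated with compound 15 min before 400 uM selenite. A first-read NADPH fluorescence drop versus no-compound background flagged substrates.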
GRP78 ERSR act: induces the endoplasmic reticulum stress response in human glioma cells | U87-MG GRP78 promoter luciferase reporter, 16 h | Potency, µM, for the others: at the top dose activation, most hits filed as activators | actives 0.02% (n = 420,000); note: potency is the fitted concentration of half-maximal effect; series mostly up to about 76 µM; % of control where 0% means no effect; nearly all actives have a fitted effect of over 35% in size
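Stably transfected U87-MG glioma cells carrying a GRP78-based luciferase sensor; 16 h compound incubation. Luminescence end-point read 10 min after Bright-Glo addition at room temperature.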
USP1-UAF1 inh: inhibitors of human USP1/UAF1 deubiquitinase; Potency, µM (doses to about 57.1 µM), for the others: top-dose activity change, negative = inhibition, hits mostly inhibitors; O94782; actives 0.23% (n = 390,000); recombinant USP1/UAF1, Ub-Rhodamine cleavage fluorescence; note: potency is the fitted concentration of half-maximal effect; % is set by controls: 0 for no effect and ±100 for the full control effect; nearly all actives have a fitted effect of over 60% in size; inactives centre near -12
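USP1/UAF1 complex at 1 nM was preincubated with compound for 15 min at room temperature, then Ub-Rho substrate (150nM final) was added. Fluorescence (480/540 nm) was read kinetically, 6 reads every 60 seconds.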
Vif-A3F inh: inhibitors of Vif-A3F interaction; HeLa A3F-eYFP + Vif (tagged APOBEC3F with the HIV-1 protein that degrades it), YFP fluorescence increase; Potency, µM (titrated, usually from 46.1 µM), for inactives: top-dose activity, negative = active; actives 0.2% (n = 390,000); note: potency is the fitted concentration of half-maximal effect; % of control where 0% means no effect; nearly all actives have a fitted effect of over 65% in size
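HeLa cells stably expressing Vif plus C-terminally eYFP-tagged A3F were seeded, incubated overnight at 37 deg C, dosed with compound, incubated overnight again at 37 deg C. Yellow fluorescence (Ex 488/Em 500-530) reported blocked Vif-mediated A3F-eYFP degradation.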
Vif-APOBEC3G blk: inhibitors of Vif-APOBEC3G interaction; Q9HC16; HeLa A3G-eYFP + Vif (tagged APOBEC3G with the HIV-1 protein that degrades it), YFP fluorescence, overnight; Potency, µM (titrated, usually from 46.1 µM), inactives show at the top dose activity, negative = active, most hits filed as inhibitors; actives 0.076% (n = 410,000);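 note: potency is the fitted concentration of half-maximal effect; % is set by controls: 0 for no effect and ±100 for the full control effect; nearly all actives have a fitted effect of over 60% in size; hits raise eYFP signal because A3G escapes Vif-driven loss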
Target sequence (Q9HC16 whole entry, looked up): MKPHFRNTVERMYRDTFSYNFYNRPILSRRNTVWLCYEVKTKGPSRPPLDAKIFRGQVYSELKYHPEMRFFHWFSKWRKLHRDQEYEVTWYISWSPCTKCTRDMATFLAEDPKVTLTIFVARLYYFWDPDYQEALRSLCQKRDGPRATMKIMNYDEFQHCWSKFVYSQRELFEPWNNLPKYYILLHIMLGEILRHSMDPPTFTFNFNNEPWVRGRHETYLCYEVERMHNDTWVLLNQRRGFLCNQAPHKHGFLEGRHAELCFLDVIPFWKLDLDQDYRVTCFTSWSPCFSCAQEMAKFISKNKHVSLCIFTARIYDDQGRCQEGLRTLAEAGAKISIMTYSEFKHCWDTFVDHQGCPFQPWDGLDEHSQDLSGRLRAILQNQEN
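HeLa cells stably expressing Vif and C-terminally eYFP-tagged A3G, seeded overnight at 37 deg C, then exposed to compound by pintool overnight at 37 deg C. Rise in yellow fluorescence (Ex 488/Em 500-530, Acumen) marks blocked Vif-driven A3G degradation.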
IDH1 R132H inh: human IDH1 R132H inhibition; actives 0.093% (n = 390,000); AID 602179; IDH1-R132H enzyme, NADPH consumption, diaphorase/resazurin fluorescence; Potency, µM (doses to about 76.6 µM), for the others: at the highest dose activity change, negative = inhibition, usual class: inhibitors; O75874; note: potency is the fitted concentration of half-maximal effect; % is set by controls: 0 for no effect and ±100 for the full control effect; nearly all actives have a fitted effect of over 65% in size
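IDH1-R132H (0.5 ug/mL) preincubated 30 min with compound, then NADPH (0.016 mM) and alpha-KG (2 mM) added; 80 min at RT, pH 7.5. Remaining NADPH coupled via diaphorase/resazurin to fluorescence (540/590 nm); concentration-response curves normalized to no-enzyme control.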
LDHA inh: LDHA (human) enzyme inhibition; P00338; purified LDHA, NADH/diaphorase-resazurin fluorescence; hits give low values; actives 0.15% (n = 480,000); activity change, % (values are at about 110 or 230 µM); AID 1347041; in the data active = activity change below about -30%; inconclusive = mostly about -25% to -30%;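 note: plate controls were DMSO wells for no effect and wells without enzyme for full effect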
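Human LDH5 at 2 nM final in Tris HCl pH 7.4 with 0.06 mM NADH and 0.2 mM pyruvate, reacted 5 minutes at room temperature. Remaining NADH coupled via diaphorase/resazurin; resorufin fluorescence read at 0 and 20 minutes, normalized to enzyme-free and DMSO wells.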
Active calls of the source: *; ? = inconclusive; · = not tested or not shown; & = joins results of further samples; [ ] = another dose, or the depositor's remark. Unless noted, calls come from the whole dose curve; as a rule, active = well fitted curve in the direction sought with a large enough effect; inconclusive = small, poorly fitted or top-dose-only effect, or another doubt; inactive = no such curve, though single readings can be large; an effect the other way counts as inactive or inconclusive.

nr | compound | RXFP1 ag | PI4K2A block | TrxR1 substrate | GRP78 ERSR act | USP1-UAF1 inh
1 | COc1ccc(CC(=O)N(CCC2=CCCCC2)c2c(N)n(Cc3ccccc3)c(=O)[nH]c2=O)cc1 | · | 2 | · | -2% | -7%
2 | CCOC(=O)c1c(C)c(C(=O)NCc2ccc(OC)cc2)c(C)n1CC | 1.8% | 0 | 5% | 1% | ?
3 | CCOc1ccc2nc(N/C(N)=N/C(=S)Nc3cccc(C)c3)nc(C)c2c1 | 0.1% | -1 | 5% | -2% | -26%
4 | CC(=O)N1CCc2cc(N=NC3=C(O)CC(C)(C)CC3=O)ccc21 | 0.3% | 4 | ? | -9% | -21%
5 | CCCC(=O)Nc1nc2ccc(NC(=O)c3cccnc3)cc2s1 | 0.3% | -3 | 8% | 4% | -8%
6 | Cc1ccc2cc3c(NC(=O)c4ccco4)nn(CC(C)C)c3nc2c1 | 6.1% | 4 | 18% | -7% | -15%
7 | O=C(NCc1ccc2c(c1)CCN2C(=O)c1ccccc1)c1ccccc1 | 0.4% | 2 | 2%[57.1 µM] | -2% | -7%
8 | CC(CCc1ccccc1)NS(=O)(=O)c1ccccc1 (stereo not drawn) | -0.1% | 1 | 1% | -6% | -12%

nr | Vif-A3F inh | Vif-APOBEC3G blk | IDH1 R132H inh | LDHA inh
1 | -20% | -3% | 4% | -12
2 | 0% | -1% | -8% | -8
3 | -16% | -7% | 2% | -4
4 | 0% | 0% | 10% | 1
5 | -17% | ? | 5% | 0
6 | ? | -19% | -3% | -5
7 | -3% | -6% | 0% | -2
8 | · | -3% | 2% | -3

(listing goes on)
nr | compound | RXFP1 ag | PI4K2A block | TrxR1 substrate | GRP78 ERSR act | USP1-UAF1 inh
9 | COc1cccc(NC(=O)N2CCC(C(N)=O)(N3CCCCC3)CC2)c1 | -0.6% | 3 | -9%[57.1 µM] | -4% | -23%
10 | O=C1CCC(=O)N1CCSC(=S)N1CCOCC1 | 1.7% | 6 | 2%[11.4 µM] | -1% | -14%
11 | O=C(/C=C/Sc1ccc(C(F)(F)F)cn1)c1ccccc1 | -1.3% | -16 | 0% | -5% | -14%
12 | NC(=O)C1CCCN(C(=O)c2[nH]c(C(F)(F)F)nc2-c2ccccc2)C1 (stereo not drawn) | · | 4 | · | -2% | ·
13 | CCOc1ccc(-n2nc(C(=O)NCCOC)c3ccccc3c2=O)cc1 | 4.9% | 2 | -4%[57.1 µM] | 0% | -8%
14 | COc1ccc(C2CC=C(C(C)=O)CN2S(=O)(=O)c2ccc(C)cc2)cc1 (stereo not drawn) | · | -3 | · | -3% | ·
15 | O=C(CC1CCCC1)NCCc1cn2ccccc2n1 | 6.3% | -5 | 21%[57.1 µM] | -4% | -14%
16 | COc1ccc(-c2coc3cc(OC4OC(CO)C(O)C(O)C4O)cc(O)c3c2=O)cc1 (stereo not drawn) | 2.1% | 6 | 0% | -1%&1% | -10%

nr | Vif-A3F inh | Vif-APOBEC3G blk | IDH1 R132H inh | LDHA inh
9 | -10% | 0% | 2% | -1
10 | 1% | 3% | 6% | -4
11 | 5% | 2% | -2% | -6
12 | · | 0% | · | -7
13 | -3% | -1% | 1% | -4
14 | · | -6% | · | -1
15 | 0% | 0% | -4% | -2
16 | 2% | 1% | 12% | 0

Another view of part of the listing above.
Below each compound: RXFP1 ag	PI4K2A block	TrxR1 substrate	GRP78 ERSR act	USP1-UAF1 inh	Vif-A3F inh	Vif-APOBEC3G blk	IDH1 R132H inh	LDHA inh
16: COc1ccc(-c2coc3cc(OC4OC(CO)C(O)C(O)C4O)cc(O)c3c2=O)cc1 (stereo not drawn)
    2.1%	6	0%	-1%&1%	-10%	2%	1%	12%	0
15: O=C(CC1CCCC1)NCCc1cn2ccccc2n1
    6.3%	-5	21%[57.1 µM]	-4%	-14%	0%	0%	-4%	-2
14: COc1ccc(C2CC=C(C(C)=O)CN2S(=O)(=O)c2ccc(C)cc2)cc1 (stereo not drawn)
    ·	-3	·	-3%	·	·	-6%	·	-1
13: CCOc1ccc(-n2nc(C(=O)NCCOC)c3ccccc3c2=O)cc1
    4.9%	2	-4%[57.1 µM]	0%	-8%	-3%	-1%	1%	-4
9: COc1cccc(NC(=O)N2CCC(C(N)=O)(N3CCCCC3)CC2)c1
    -0.6%	3	-9%[57.1 µM]	-4%	-23%	-10%	0%	2%	-1

The list continues.
nr | compound | RXFP1 ag | PI4K2A block | TrxR1 substrate | GRP78 ERSR act | USP1-UAF1 inh
17 | CSc1nn2c(C(F)(F)F)cc(C(F)(F)F)nc2c1C(N)=O | 6.7% | 0 | 5% | -1% | -19%
18 | Cc1cc(Cl)ccc1OC(C)C(=O)Nc1ccc(C(=O)Nc2ccccc2C(=O)O)cc1 (stereo not drawn) | -3.2% | -3 | -3% | 1% | ?
19 | CCCN(CCC)CCNC(=O)C1CCN(c2nc3ccc(CC)cc3s2)CC1 | -3.3% | 3 | -11% | -2% | -3%
20 | CCCN1CCN(c2ccc(S(N)(=O)=O)cc2[N+](=O)[O-])CC1 | 1.5% | -1 | 2% | -2% | -10%
21 | Cc1c(N=C2SCC(=O)N2/N=C/c2ccccc2Cl)c(=O)n(-c2ccccc2)n1C | -1.6% | 0 | -4% | 3% | 3%
22 | COc1cccc(NC(=O)COc2ccc(N3CC(C(=O)NCC(C)C)CC3=O)cc2)c1 (stereo not drawn) | -0.4% | 1 | 4% | -1% | -8%
23 | O=C(CSc1ccccc1)Nc1cccc(S(=O)(=O)N2CCOCC2)c1 | -0.9% | -3 | -1% | 0% | -12%

nr | Vif-A3F inh | Vif-APOBEC3G blk | IDH1 R132H inh | LDHA inh
17 | -5% | 0% | -1% | -3
18 | 13% | -12% | 17% | -10
19 | -26% | -6% | -1% | -4
20 | -8% | 0% | 4% | 1
21 | -12% | -6% | -5% | 0
22 | -1% | 2% | -2% | -19
23 | 0% | -3% | 2% | -4

A portion of the library, so the mix of outcomes need not match the whole.
